Bioassay records: PubChem, Sanford-Burnham Center for Chemical Genomics
CXCR6 inh = blocks human CXCR6 beta-arrestin recruitment | O00574 | CHO-K1 PathHunter CXCR6 beta-arrestin, luminescence | inhibition, % at 20 µM | 360,000 compounds, 0.36% hits; in the data active means inhibition above about 34%, passing the limit was not always enough;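 further: antagonist mode with CXCL16 agonist at 10 nM final; 0% = 10 nM CXCL16 with DMSO and 100% = unstimulated wells without agonist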
CCR6 antag = CCR6 (human) receptor antagonism. P51684. CHO-K1 CCR6 PathHunter beta-arrestin, luminescence, CCL20-stimulated. inhibition, % at 20 µM. 340,000 compounds, 0.49% hits. AID 493098;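 active means compounds whose inhibition of the agonist-driven luminescence signal at 20 µM reaches about 50%, limit read from the data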;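 further: cells stimulated with CCL20 at 14 nM final; plate controls were DMSO with CCL20 for no effect and DMSO without agonist for full effect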
EBI2 block = antagonists of human EBI2 receptor. P32249. inhibition, % at 5 µM. EBI2 beta-arrestin recruitment, luminescence, 7a,25-OHC stimulated. 360,000 compounds, 0.81% hits; in the data active means inhibition above about 38%;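 further: enzyme fragment complementation signal reports receptor beta-arrestin coupling in cells; 0% = agonist plus DMSO wells and 100% = wells without agonist; some results beyond the cut were filed as inactive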
Target sequence (P32249 whole entry, looked up, the tested form may be a part): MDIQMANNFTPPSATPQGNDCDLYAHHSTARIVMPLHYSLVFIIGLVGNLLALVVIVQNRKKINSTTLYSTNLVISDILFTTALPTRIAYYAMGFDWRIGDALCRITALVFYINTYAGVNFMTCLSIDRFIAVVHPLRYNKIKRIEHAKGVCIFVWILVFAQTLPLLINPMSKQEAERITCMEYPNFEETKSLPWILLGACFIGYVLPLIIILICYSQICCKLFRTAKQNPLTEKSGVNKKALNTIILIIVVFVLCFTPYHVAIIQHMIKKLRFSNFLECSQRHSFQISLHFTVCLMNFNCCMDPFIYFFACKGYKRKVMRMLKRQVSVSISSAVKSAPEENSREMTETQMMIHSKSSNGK
UBC13 polyUb = human UBC13 polyubiquitination inhibition; P61088; UBC13 polyubiquitin chain formation, TR-FRET; inhibition, % at 20 µM; 330,000 compounds, 0.47% hits; AID 485273; in the data active means inhibition above about 45%, passing the limit was not always enough
Target sequence (P61088 whole entry, looked up): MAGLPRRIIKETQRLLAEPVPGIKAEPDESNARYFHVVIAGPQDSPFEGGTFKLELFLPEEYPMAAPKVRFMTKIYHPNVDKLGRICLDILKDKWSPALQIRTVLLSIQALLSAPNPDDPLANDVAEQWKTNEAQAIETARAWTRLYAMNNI
ATG4B inh = inhibitors of human ATG4B cysteine protease | Q9Y4P1 | ATG4B cleavage of LC3-PLA2, NBD-HPC fluorescence, 1 h | inhibition, % at 8.33 µM | 340,000 compounds, 0.51% hits | AID 504462; in the data active means inhibition above about 40%
Target sequence (Q9Y4P1 whole entry, looked up): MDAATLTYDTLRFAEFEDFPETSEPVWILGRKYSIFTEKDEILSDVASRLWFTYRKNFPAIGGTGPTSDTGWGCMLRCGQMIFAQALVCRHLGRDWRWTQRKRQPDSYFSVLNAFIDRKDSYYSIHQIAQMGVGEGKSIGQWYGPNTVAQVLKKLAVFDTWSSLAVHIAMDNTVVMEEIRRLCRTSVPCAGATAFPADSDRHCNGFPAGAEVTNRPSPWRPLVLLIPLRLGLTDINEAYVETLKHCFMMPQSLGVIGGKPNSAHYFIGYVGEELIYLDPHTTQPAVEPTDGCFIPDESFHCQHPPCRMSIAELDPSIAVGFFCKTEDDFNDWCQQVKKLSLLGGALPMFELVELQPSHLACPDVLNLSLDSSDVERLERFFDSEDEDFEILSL
APJ antagonist = blocks the human apelin receptor APJ | CHO-K1 APJ beta-arrestin complementation, luminescence | 330,000 compounds, 0.32% hits | inhibition, % at 20 µM | AID 2521;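 active means inhibition above about 40% at 20 µM, limit read from the data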;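 further: cells challenged with 10 nM apelin-13 agonist together with compound; plate controls were apelin-13 plus DMSO wells for no effect and DMSO wells lacking apelin-13 for full effect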
Gli-Sufu block = blocks Gli-Sufu signaling in a luciferase reporter. Sufu-KO-LIGHT fibroblasts, Gli luciferase reporter luminescence. inhibition, % at 5 µM. 340,000 compounds, 0.74% hits;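 active means inhibition above about 55%, limit read from the data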;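 further: 0% = DMSO-treated cells and 100% = wells with medium but no cells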
APJ agonist = APJ receptor agonism; CHO-K1 APJ PathHunter beta-arrestin, luminescence; 0% DMSO wells, 100% apelin; activation, % at 20 µM; 330,000 compounds, 0.11% hits;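 active means activation more than six SD over the plate average, tested at 20 µM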;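 further: 0% = DMSO alone and 100% = apelin-13 at 10 nM; some results filed as inactive read as strong as hits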
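Assay system: CHO-K1 cells stably expressing ProLink-tagged human APJ and arrestin–beta-gal acceptor. Compound dosing: 20 µM single point, 1% DMSO. Times: 16-18 h seeding, 90 min dark compound exposure, 60 min detection. Detection: beta-gal luminescence. Evaluation: APJ–arrestin association signal. Controls: negative DMSO alone, positive Apelin-13 at 10 nM.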
Numbers without * were called inactive; . = no result given.

Fields: ATG4B inh	Gli-Sufu block	EBI2 block	UBC13 polyUb	APJ antagonist	CCR6 antag	CXCR6 inh	APJ agonist
CCc1ccc(C2=CC(c3cc(Br)ccc3F)n3ncnc3N2)cc1 (stereo unspecified)
    4	-8	10	13	-4	-2	-10	-5
COc1ccc(C(Nc2ccccn2)c2c(NC(=O)c3ccco3)sc(C)c2C)cc1 (stereo unspecified)
    0	3	-15	2	-5	14	-1	-4
CCn1c(COc2cc(C)ccc2C(C)C)nnc1SCC(=O)Nc1nccs1
    -12	-5	0	-4	-4	1	0	-2
Cc1cc(/C=N/NC(=O)c2nn(C)cc2Cl)c(C)n1-c1cccc(Br)c1
    -11	-2	-9	0	-16	10	6	-2
CCCCN(C)C(=O)c1cc2c(s1)-c1ccccc1S(=O)(=O)C2
    -11	-10	-11	-10	-23	8	3	-3
CN1CCC(=NNC(=O)C(=O)NC2CCCC2)CC1
    -9	4	-5	5	16	5	-11	-1
O=C(Nc1ccc2c(c1)OCO2)N1CCN(c2ncc(C(F)(F)F)cc2Cl)CC1
    -6	13	16	-6	6	3	-4	1
CN(C(=O)c1cc2c(s1)-c1ccccc1S(=O)(=O)C2)c1ccccc1
    13	-4	4	-13	-16	8	-10	-3
CCOC(=O)C1CCCN(S(=O)(=O)c2ccc3c4c(cccc24)C(=O)N3CC)C1 (stereo unspecified)
    -1	12	1	17	1	4	-6	-2
CC(C)Oc1cc(NC(=O)CSCC(=O)Nc2cccc(C(F)(F)F)c2)c(Cl)cc1Cl
    -4	-1	2	6	-9	-1	3	2
CC(OC(=O)c1ccc2c(=O)n3c(nc2c1)CCCCC3)C(=O)Nc1ccc(Cl)cn1 (stereo unspecified)
    -18	-4	8	7	9	18	-11	-1
COc1ccc(C(CNC(=O)c2cc(=O)[nH]c3ccccc23)N2CCCC2)cc1 (stereo unspecified)
    0	2	-3	-6	-11	0	-1	1
CCC(C)NC(=O)C1CCCN(C(=O)NC2CCCCC2)C1 (stereo unspecified)
    -6	-1	-11	5	13	14	0	-7
c1ccc2[nH]c(-c3ccncc3)nc2c1
    -5	-10	-11	9	-26	-16	-3	4
CCOc1ccc2[nH]c(=O)c(CN(CC3COCCO3)C(=O)c3ccco3)cc2c1 (stereo unspecified)
    8	-9	-11	-2	-2	1	-7	-1
COc1ccc(-c2cc(C(F)(F)F)nc(N3CCN(c4ccc(F)cc4)CC3)n2)cc1OC
    2	-16	14	.	.	-3	2	.
CN1CCN(C2=Cc3cc(Cl)ccc3Sc3cc(F)ccc32)CC1
    -3	1	-1	24	26	34	3	-6
CCCn1c(=N)c(S(=O)(=O)c2ccccc2)cc2c(=O)n3cccc(C)c3nc21
    -4	23	3	5	21	21	12	-5
COc1ccc(N2CCN(C(=O)c3oc4ccccc4c3C)CC2)cc1
    -4	-2	21	7	2	1	0	-1
COc1cc(O)c(C(CCN2CCN(c3ccccc3)CC2)c2ccc(N(C)C)cc2)c(OC)c1 (stereo unspecified)
    6	3	-2	23	-38	15	-3	1
O=C(CNC(=O)C1CCCCC1)OC(C(=O)c1ccccc1)c1ccccc1 (stereo unspecified)
    2	-3	5	9	4	7	4	-3
CC1=CC(C)(C)N2C(=O)C3(NCCc4c3[nH]c3ccccc43)c3cc(C)cc1c32 (stereo unspecified)
    58*	-7	13	-15	12	2	3	1
N#Cc1ccc(C(=O)N/N=C/c2cn(CC(=O)O)c3ccccc23)c(F)c1
    0	3	-4	-15	25	3	2	-2
Nc1cccc(-c2cn(-c3cc4cc(C#CC5(O)CCCCC5)ccc4oc3=O)nn2)c1
    -17	8	-5	-5	2	0	-2	-2
COc1cc(C(=O)Nc2ccc(Br)cc2C(=O)c2cc(OC)c(OC)c(OC)c2)cc(OC)c1OC
    -2	9	6	.	.	6	6	.
COc1cc(C=O)ccc1Oc1nnnn1-c1ccccc1
    -3	-5	-9	1	-9	3	-1	7
c1ccc(CCNc2ncnc3ccccc23)cc1
    8	55*	14	5	4	2	-2	0
CC(=O)C(Sc1nn(C)c(=S)s1)C(=O)Nc1ccccc1 (stereo unspecified)
    15	-8	15	-8	16	6	12	-3
COc1ccc(OC)c(C(c2nnnn2C(C)(C)C)N2CCc3ccccc3C2)c1 (stereo unspecified)
    1	5	14	6	16	22	18	-3
CC1(C)CC(=O)C=C(/C=C/c2ccccc2)C1
    -5	-18	5	-9	8	-4	-2	-1

Gathered by group, the entries above containing a furan ring, fused or not
Fields: ATG4B inh	Gli-Sufu block	EBI2 block	UBC13 polyUb	APJ antagonist	CCR6 antag	CXCR6 inh	APJ agonist
COc1ccc(C(Nc2ccccn2)c2c(NC(=O)c3ccco3)sc(C)c2C)cc1 (stereo unspecified)
    0	3	-15	2	-5	14	-1	-4
CCOc1ccc2[nH]c(=O)c(CN(CC3COCCO3)C(=O)c3ccco3)cc2c1 (stereo unspecified)
    8	-9	-11	-2	-2	1	-7	-1
COc1ccc(N2CCN(C(=O)c3oc4ccccc4c3C)CC2)cc1
    -4	-2	21	7	2	1	0	-1

Quoted at random: 5 records from the list
Fields: ATG4B inh	Gli-Sufu block	EBI2 block	UBC13 polyUb	APJ antagonist	CCR6 antag	CXCR6 inh	APJ agonist
c1ccc(CCNc2ncnc3ccccc23)cc1
    8	55*	14	5	4	2	-2	0
CN1CCN(C2=Cc3cc(Cl)ccc3Sc3cc(F)ccc32)CC1
    -3	1	-1	24	26	34	3	-6
O=C(CNC(=O)C1CCCCC1)OC(C(=O)c1ccccc1)c1ccccc1 (stereo unspecified)
    2	-3	5	9	4	7	4	-3
CC1(C)CC(=O)C=C(/C=C/c2ccccc2)C1
    -5	-18	5	-9	8	-4	-2	-1
CC(=O)C(Sc1nn(C)c(=S)s1)C(=O)Nc1ccccc1 (stereo unspecified)
    15	-8	15	-8	16	6	12	-3

The listing picks up; the two compounds before the break are reprinted first.
Fields: ATG4B inh	Gli-Sufu block	EBI2 block	UBC13 polyUb	APJ antagonist	CCR6 antag	CXCR6 inh	APJ agonist
COc1ccc(OC)c(C(c2nnnn2C(C)(C)C)N2CCc3ccccc3C2)c1 (stereo unspecified)
    1	5	14	6	16	22	18	-3
CC1(C)CC(=O)C=C(/C=C/c2ccccc2)C1
    -5	-18	5	-9	8	-4	-2	-1
O=C(O)C1CCN(S(=O)(=O)c2cccc3nonc23)CC1
    3	1	-9	-2	17	2	6	-2
CN(C(=O)c1cncc(Br)c1)c1c(N)n(Cc2ccccc2)c(=O)[nH]c1=O
    -3	-5	-2	4	-18	4	-6	-6
CCOC(=O)Cn1nc(-c2ccccc2)c2ccccc2c1=O
    -9	4	-6	-11	4	7	3	0
Cc1nc2nc(CSc3ccc(Cl)cc3)cc(=O)n2[nH]1
    -5	-5	-7	-5	10	-2	-5	0
CSCCC(NC(=O)c1ccco1)C(=O)O (stereo unspecified)
    -10	5	-8	-6	15	-20	-3	2
CCN(CC)S(=O)(=O)c1ccc(C(=O)Nc2ccc(C(F)(F)F)n(C)c2=O)cc1
    3	-7	2	28	0	-3	-2	0
COc1ccc(CCn2c(=N)c(S(=O)(=O)c3ccc(C)cc3)cc3c(=O)n4ccccc4nc32)cc1
    -1	19	8	-5	10	9	9	-5
CCC(C(=O)Nc1cc(C)cc(C)n1)c1ccccc1 (stereo unspecified)
    -7	7	-10	4	23	12	8	-5
Cc1ccc(OCCCCc2c(C)n[nH]c2C)cc1
    -3	6	9	8	-12	8	-1	1
O=C(CSc1ncn[nH]1)NCc1ccccc1Cl
    4	-24	0	-1	19	13	3	-4
Cn1cccc1Cc1nnc(SCC(=O)NC2CCCC2)n1CCc1ccccc1
    13	15	30	9	10	12	3	-2
Cc1cc(N2CCN(Cc3cn(C)nc3-c3cccc(Cl)c3)CC2)cc(C)n1
    -5	10	-6	24	-10	3	-1	2
CCc1nc2ccccc2c(=O)n1/N=C/c1ccc(Cl)cc1
    15	-2	-5	-4	7	21	4	-2
O=C(Nc1cccc(Br)c1)c1ccc(Cl)c(S(=O)(=O)N2CCOCC2)c1
    -13	20	-12	5	-4	3	2	7
COc1ccc(N2C(=O)c3cc4ccccc4cc3C2=O)cc1
    -4	6	-10	6	12	-8	0	-3
Cc1ccc2c(c1)N(CC(=O)N(Cc1ccccn1)Cc1ccco1)C(=O)C(C(C)C)O2 (stereo unspecified)
    -1	12	5	1	11	-3	6	-3
CCCc1cc(-c2ccc(O)c(OCC)c2)c(C#N)c(N)n1
    -2	6	7	6	-3	16	0	-4
COc1ccc(N=NC2=C(O)CC(C)(C)CC2=O)cc1
    -6	-4	6	-23	21	6	-4	1
CCn1ncc(Cl)c1C(=O)Nc1ccc2c(c1)CCC2
    .	.	4	3	3	.	-16	1
Cc1c(/C=N/NC(=O)CNc2ccccc2)c2ccccn2c1C(=O)c1ccncc1
    -4	0	-5	-28	8	6	-1	-4
CC(NCC(=O)Nc1cc(S(=O)(=O)N2CCOCC2)ccc1N1CCOCC1)c1ccco1 (stereo unspecified)
    -53	7	-3	0	-6	-4	8	3
O=C(NC1CC1)C1=C[C@@H](c2coc3ccccc3c2=O)C[C@@H](OCCCCO)O1
    -7	25	3	6	17	0	-2	3
O=C(NCc1cccnc1)c1ccc(=O)oc1
    1	9	4	-14	1	8	-8	0
Cn1nnnc1SCCNC/C=C/c1ccccc1
    7	19	1	18	2	-5	4	-6
COc1ccc(C(=O)COC(=O)C(CC(C)C)N2C(=O)c3ccccc3C2=O)cc1 (stereo unspecified)
    2	1	11	6	2	20	2	-4
